Source: PubChem BioAssay (several laboratories)
Ecoli WT expand = growth inhibitors of wild-type E. coli, primary screen, strain BW25113, expanded library, OD600. OD600 absorbance. growth inhibition, % at 100 µM. actives 0.15% (n = 98,000). AID 710, 2007;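 active means growth inhibition above about 50% at one test dose, limit read from the data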;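 further: growth measured after 20 h incubation at 37 °C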
CYP2C9 act = human CYP2C9 activators, primary screen, biochemical, luminescence | actives 1.4% (n = 96,000) | activation factor at 5 µM | recombinant CYP2C9, luciferin-H conversion; hits give high values; factor 1 = untreated enzyme, 0 = blocked | Cytochrome P450 2C9 (Homo sapiens), P11712;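 active means activation factor of 2 or more for CYP2C9 at a 5 µM dose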;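 further: 0 = sulfaphenazole-blocked wells and 1 = vehicle-only wells; values of inactives mirror those of a sister screen read the other way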
PLAP act = PLAP enzyme activators, biochemical, luminescence, HTS | Alkaline phosphatase, placental type (Homo sapiens), P05187 | purified PLAP enzyme, luminescent substrate read-out; hits give high values | activation fold at 20 µM | actives 1.2% (n = 96,000) | AID 696, 2007; in the data active means activation fold above about 2
Target sequence (P05187 whole entry, looked up): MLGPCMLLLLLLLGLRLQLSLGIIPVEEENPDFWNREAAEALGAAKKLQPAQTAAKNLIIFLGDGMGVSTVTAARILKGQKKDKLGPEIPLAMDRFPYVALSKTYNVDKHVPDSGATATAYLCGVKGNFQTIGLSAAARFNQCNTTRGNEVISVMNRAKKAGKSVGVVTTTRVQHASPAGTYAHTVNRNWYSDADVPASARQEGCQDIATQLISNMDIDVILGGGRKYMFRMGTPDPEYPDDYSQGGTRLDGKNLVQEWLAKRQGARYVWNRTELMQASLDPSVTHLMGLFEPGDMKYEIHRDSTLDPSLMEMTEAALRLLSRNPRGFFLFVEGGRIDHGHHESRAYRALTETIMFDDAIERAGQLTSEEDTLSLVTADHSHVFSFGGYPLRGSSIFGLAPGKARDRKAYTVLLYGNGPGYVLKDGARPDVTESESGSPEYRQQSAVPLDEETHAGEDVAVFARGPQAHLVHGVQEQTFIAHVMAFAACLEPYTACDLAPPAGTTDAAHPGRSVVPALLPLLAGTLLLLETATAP
CYP2C19 act = human CYP2C19 activators, primary screen, biochemical, luminescence. recombinant CYP2C19, luciferin-H EGE luminescence; hits give high values; 0 = fully inhibited enzyme, 1 = untreated enzyme. activation factor at 5 µM. 96,000 tested, under 10 active. AID 1025, 2008;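 active means activation factor of at least 2 at 5 µM in the primary screen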;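 further: 0 = wells with 2.5 mM tranylcypromine and 1 = vehicle-only wells; values of inactives mirror those of a sister screen read the other way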
Target sequence (P33261 whole entry, looked up): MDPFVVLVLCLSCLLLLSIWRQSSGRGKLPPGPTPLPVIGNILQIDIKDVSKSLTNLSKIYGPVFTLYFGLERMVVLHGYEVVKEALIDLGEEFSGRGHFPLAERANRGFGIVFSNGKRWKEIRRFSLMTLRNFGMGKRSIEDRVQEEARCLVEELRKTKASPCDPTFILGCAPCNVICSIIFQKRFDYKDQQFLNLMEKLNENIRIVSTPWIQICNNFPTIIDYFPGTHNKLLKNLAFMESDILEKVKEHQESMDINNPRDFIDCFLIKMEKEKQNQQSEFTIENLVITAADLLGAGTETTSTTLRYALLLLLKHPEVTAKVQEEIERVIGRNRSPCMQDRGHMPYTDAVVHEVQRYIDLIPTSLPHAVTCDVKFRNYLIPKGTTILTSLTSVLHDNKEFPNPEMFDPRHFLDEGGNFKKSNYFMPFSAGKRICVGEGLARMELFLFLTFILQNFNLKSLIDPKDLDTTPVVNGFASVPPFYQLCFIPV
EphB4 ephrin blk = EphB4-ephrin-B2 interaction antagonists, primary screen, biochemical, TNYL-RAW peptide probe, fluorescence polarization; Ephrin type-B receptor 4 (Homo sapiens), P54760; EphB4 LBD / TNYL-RAW-Alexa532 peptide; inhibition, % at 7 µM; actives 0.15% (n = 97,000);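 active means inhibition above the screen-wide mean inhibition plus 3 SD, cut at about 15% in these data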;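 further: 0% = DMSO wells and 100% = excess unlabeled TNYL-RAW peptide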
Pyk2 oligo antag = antagonists of Pyk2 self-association, primary screen, Q293 cells, FERM NanoBiT luminescence, HTS; hits give low values; AID 1347419, 2020; Protein-tyrosine kinase 2-beta (Homo sapiens), Q14289; actives 0.83% (n = 99,000); z-score (the deposit names both 25 µM and 10 µM);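 active means Z-score of -3 or lower, scaled per plate to the spread of control and sample wells; inactive means z-score above -3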;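 further: negative z-score means lost luminescence so less FERM oligomerization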
CYP2C9 inhib = blockers of cytochrome P450 2C9 activity – biochemical, luminescence, ADME assay, primary screen; P11712; CYP2C9 Supersomes, luciferin-H conversion; inhibition, % at 5 µM; actives 20% (n = 96,000); AID 777, 2007;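 active means blocking of liver enzyme CYP2C9 beyond about 50% at 5 µM, limit read from the data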; further: values of inactives mirror those of a sister screen read the other way
CYP2C19 inh = blockers of cytochrome P450 2C19 activity – biochemical, luminescence, ADME assay, primary screen | CYP2C19 Supersomes, luciferin-H EGE luminescence, 30 min | inhibition, % at 5 µM | actives 21% (n = 96,000);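 active means CYP2C19 inhibition above a set limit at 5 µM in the primary screen, cut at about 50% in these data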;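 further: plate controls were negative control wells for no effect and 2.5 mM tranylcypromine positive control for full effect; values of inactives mirror those of a sister screen read the other way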
PostGolgi yeast = phenotypic screen on post-Golgi transport, primary screen; actives 0.9% (n = 98,000); post-Golgi transport phenotypic cell assay; inhibition, % at 10 µM; in the data active means inhibition above about 30%;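 further: yeast cells grown in 1536-well plates; yeast grown about 18 h at 30C before absorbance read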
An asterisk follows results filed as active; nt = no result given.

Order of values – Ecoli WT expand	CYP2C9 act	PLAP act	CYP2C19 act	EphB4 ephrin blk	Pyk2 oligo antag	CYP2C9 inhib	CYP2C19 inh	PostGolgi yeast
COCCN1C(=O)C(=O)/C(=C(/O)c2cccc(S(=O)(=O)N(C)C)c2)C12C(=O)N(C)c1ccccc12 (stereo not drawn)
 : 4	0.2	1.6	1.2	3	0.46	84*	-16	-2
CCCOc1ccc(OCCSc2nnc(N)s2)cc1
 : 1	0.9	0.8	0.9	0	nt	15	11	-7
CCOc1ccc2nc(SC3CC(=O)N(c4ccccc4)C3=O)sc2c1 (stereo not drawn)
 : -2	1	1.1	0.7	1	0.14	-2	31	5
COC(=O)C1=C(C)OC(N)=C(C#N)C1c1c(C)nn(-c2ccccc2)c1Cl (stereo not drawn)
 : 13	0	1.3	0	-6	-1.9	96*	97*	0
COc1ccccc1NC(=O)C1=C(C)NC(SCC(=O)c2ccc(C)cc2)=C(C#N)C1c1ccco1 (stereo not drawn)
 : -7	0.1	1.6	0.2	3	nt	90*	84*	2
CCN1C(=O)CS/C1=C(\C#N)S(=O)(=O)c1ccccc1
 : 3	0.6	1.1	0.5	-10	-0.01	35	48	5
O=C(COC(=O)C1CC1)c1c[nH]c2ccccc12
 : 16	1	1.2	0.7	-12	0.73	-2	28	-5
CNC(=O)c1cc(Nc2nnc(C)c3ccccc23)ccc1OC
 : -3	1	1.1	1.2	-2	0.06	1	-24	-9
O=C(CCN1C(=O)c2ccccc2C1=O)Nc1sc2c(c1C(=O)NCc1ccco1)CCCC2
 : -14	0.1	1.3	0.2	-4	-0.33	92*	76*	16
O=C1CC(c2ccccc2)Cc2nc(N3CCc4ccccc4C3)ncc21 (stereo not drawn)
 : -15	0.4	1.1	0.6	7	-0.14	64*	35	5

Some values from above.
Value for `CCOc1ccc2nc(SC3CC(=O)N(c4ccccc4)C3=O)sc2c1` (stereo not drawn) in CYP2C19 act: 0.7
Value for `O=C1CC(c2ccccc2)Cc2nc(N3CCc4ccccc4C3)ncc21` (stereo not drawn) in CYP2C9 inhib: 64*

(next part)
Order of values – Ecoli WT expand	CYP2C9 act	PLAP act	CYP2C19 act	EphB4 ephrin blk	Pyk2 oligo antag	CYP2C9 inhib	CYP2C19 inh	PostGolgi yeast
Cc1ccc(NC(=O)CSc2nnc(-c3cnccn3)n2-c2ccccc2)cc1
 : -2	1	1	0.9	3	-0.46	-1	8	-5
O=C(COc1ccc(Br)cc1CO)Nc1ccccc1
 : 12	0.3	0.9	0.1	-1	-0.76	71*	89*	1
Cn1c(/C=N/n2cnnc2)nc2ccccc21
 : 4	1.2	0.9	1	-10	0.33	-16	1	-7
O=C(CNCC1CCCO1)N1CCCc2ccccc21 (stereo not drawn)
 : -2	1.1	1.1	1.2	3	0.15	-14	-16	0
CCCCCC(C(=O)O)C(C)CC(=O)NC1CCCCC1 (stereo not drawn)
 : -5	0.9	1	1	-4	2	13	2	3
Cc1ccc(C(=O)NNC(=O)C(C)Sc2nc(N)cc(N)n2)cc1 (stereo not drawn)
 : 7	0.9	1.2	1	-2	-0.13	7	4	5
COc1cccc(S(=O)(=O)NCc2ccc(C(=O)NCC3CCCO3)cc2)c1 (stereo not drawn)
 : 1	0.9	1.1	0.9	3	0.22	6	15	18
Cc1ccc(S(=O)(=O)NCCNC(=O)c2cc(OCC(F)(F)F)ccc2OCC(F)(F)F)cc1
 : -2	1	1	0.6	-5	0.99	4	45	2
CCOc1cccc(OCCOc2ccccc2[N+](=O)[O-])c1
 : 3	nt	nt	nt	-6	-0.01	nt	nt	-4
CCn1c(-c2cc(-c3cc(OC)ccc3OC)nc3ccccc23)n[nH]c1=S
 : -6	0	2.3*	0.1	-3	0.84	97*	88*	8
Cc1ccc(S(=O)(=O)N2CCCC2C(=O)N(C)Cc2cccs2)cc1 (stereo not drawn)
 : 2	1.3	1	0.7	4	-1	-28	32	11
O=C(O)Cn1c2c(c3ccccc31)CCCC2
 : nt	0.9	1.3	1	nt	0.42	11	3	nt
CCC(C)(C(=O)NC1CCCCC1)N(Cc1ccco1)C(=O)c1ccccn1 (stereo not drawn)
 : 8	1	1	1	-11	0.87	-4	2	16
CC(C)c1c(C#N)c(N)nc(SCC(=O)c2cc3ccccc3oc2=O)c1C#N
 : -1	0.1	0.9	0.9	nt	-1.4	92*	7	-3
CCN1C(=O)/C(=C\N2CCOCC2)SC1=S
 : -1	0.9	0.9	0.9	1	0.43	8	11	-3
Clc1ccccc1-c1nn2c(-c3ccncc3)nnc2s1
 : 3	0.3	0.8	0.2	11	-1.6	74*	78*	7
CC1=C(C(=O)Nc2ccccc2Cl)C(c2ccc(N(C)C)cc2)NC(=O)N1 (stereo not drawn)
 : 7	1.1	1.1	1	-3	0.8	-14	-2	-3
Cc1nn(Cc2ccccc2Cl)c(C)c1NC(=O)Cn1nc([N+](=O)[O-])c(Cl)c1C
 : 2	0.9	1.1	1	4	-0.52	11	0	12
COC(=O)c1cn(NC(=O)c2ccc3c(c2)OCO3)c(=O)c2ccccc12
 : 3	0.8	0.9	1	nt	-0.24	15	3	11
CC(C)(C)NC(=O)CSc1n[nH]c(=O)n1-c1ccccc1
 : 5	0.8	1	0.8	nt	0.34	17	20	0
NC(=O)CN1CCN(C(=O)Nc2ccccc2)CC1
 : 4	1.1	0.9	1	nt	nt	-7	-4	7
CCOC(=O)/C=C1\CC(=O)Nc2nonc2N1
 : 7	1	0.9	0.9	-2	0.65	2	9	0
COc1ccc(S(=O)(=O)Cc2ccc(C(=O)NC3CC3)o2)cc1
 : 3	2.2*	1	0.8	-1	nt	-124	16	5
CCCCCn1c(N(C)Cc2ccccc2)nc2c1c(=O)[nH]c(=O)n2C
 : -3	0.8	1.4	1	1	nt	18	4	1
COc1ccc(-c2cc(C#N)nc(N3CCN(c4ccccc4)CC3)n2)cc1
 : -10	0.8	0.8	0.8	-8	-0.07	22	17	-6
c1ccc2c(NC3CCCC3)nnc(NC3CCCC3)c2c1
 : 13	0.9	0.9	1	-4	0.2	8	-2	5
Cc1ccc(CNc2nc(C)nc3sc4c(c23)CCC4)cc1
 : -2	0.6	1	0.9	1	0.47	43	9	18
Cc1sc2c(c1C)c(=O)n(-c1cccc(C(F)(F)F)c1)c(=O)n2CC(=O)NCc1ccco1
 : -1	0.9	0.9	0.9	-12	-0.64	8	10	-3
N#Cc1c(N)nc2c(c1-c1ccncc1)CCCCC2
 : nt	0.9	0.8	0.8	-1	0.27	12	17	nt
COc1ccc2c(c1)c(=O)oc1cc3oc(C)c(C)c3cc12
 : 4	0.8	1	0.3	-11	nt	18	70*	-1
Cc1cc(NC(=O)c2ccc3nc(-c4ccccc4)c(-c4ccccc4)nc3c2)no1
 : -8	1	0.9	1	0	-0.24	1	-2	-3
Cc1ccc(C(=O)c2cn[nH]c2-c2cc(Cl)ccc2O)cc1
 : 16	0.2	2.3*	0	2	-2.1	80*	96*	0
COc1ccc(C2C(C(=O)c3ccco3)=C(O)C(=O)N2Cc2cccnc2)cc1OC (stereo not drawn)
 : 2	1	1.1	1	-15	0.41	4	-1	6
CN1CCN(NC(=O)CN2C(=O)/C(=C/c3ccccc3Cl)SC2=S)CC1
 : 13	0.8	1.6	0.7	-5	0.66	19	27	-3
CC12CCC(C(=O)NCc3ccccn3)(OC1=O)C2(C)C (stereo not drawn)
 : -6	1.1	1	1	0	0.44	-10	-3	-9
Cc1ccc(C(=O)NC(=S)Nc2ccccc2C(F)(F)F)cc1
 : -5	1.4	1	0.9	10	-0.3	-37	8	2
CSc1nnc2n(Cc3ccccc3)c(=O)c3c4c(sc3n12)COC(C(C)C)C4 (stereo not drawn)
 : -6	0.8	0.8	1.1	-1	nt	15	-13	-1
CCn1c(SCC(=O)NCc2ccc(F)cc2)nc2c(c1=O)SC(C)C2 (stereo not drawn)
 : -6	0.4	0.9	0.9	nt	nt	63*	6	18
O=C(NNc1ccccn1)C(=O)NNS(=O)(=O)c1ccc(Cl)cc1
 : 23	1	2.4*	1	-4	0.61	2	3	3
COc1cccc(OCc2nc3ncc(Br)cc3[nH]2)c1
 : -6	0.6	1	0.5	-3	0.28	35	54*	5
CC(CC(C)C(=O)N1CCOCCN(C(=O)C(C)CC(C)C(=O)O)CCOCC1)C(=O)O (stereo not drawn)
 : 0	1	0.9	0.9	12	1.5	2	6	-1
Clc1ccc(-c2nnc(-c3ccc(Br)cc3)c(N3CCSCC3)n2)cc1
 : -20	0.8	1.1	0.9	-4	0.25	20	10	2
COn1c2c(c3c4nonc4ccc31)CCCC2
 : -4	0.9	1.3	0.6	0	0.23	12	38	15
O=C(c1ccc(Cl)cc1)C1C2C(=O)N(c3ccccc3)C(=O)C2C2CCCN21 (stereo not drawn)
 : 0	0.2	1.5	0.2	-11	-0.24	78*	79*	-7
O=c1c2[nH]c3cccc(Cl)c3c2ncn1Cc1ccncc1
 : -4	0.5	1.1	0.4	-1	0.85	52*	58*	3
O=C(CCCNS(=O)(=O)c1cccc2nsnc12)NCc1ccc(Cl)cc1
 : 7	1.6	1.1	0.8	-15	-0.2	-55	15	2
COc1ccc(NC(=O)CN(C2CCCCC2)S(C)(=O)=O)cc1Cl
 : 2	0.8	0.9	0.7	-1	0.47	25	29	-8
CCCn1cnc2cc(NCc3ccccn3)ccc21
 : 5	0.9	1.3	0.8	nt	nt	14	20	10
O=C1c2ccccc2C(Nc2ccc3c(c2)OCCO3)N1Cc1ccccc1 (stereo not drawn)
 : -8	0	1.3	0	nt	nt	98*	99*	-14
O=C(NC1CCCCCC1)C1CCCN(S(=O)(=O)c2cccs2)C1 (stereo not drawn)
 : 2	0.2	1	1	0	-0.1	77*	1	-1

Additional structures:
Order of values – Ecoli WT expand	CYP2C9 act	PLAP act	CYP2C19 act	EphB4 ephrin blk	Pyk2 oligo antag	CYP2C9 inhib	CYP2C19 inh	PostGolgi yeast
O=C(O)CCCC(=O)N1CCN(c2nc(-c3ccccc3)c3ccccc3n2)CC1
 : 4	1.3	1.7	1	-7	nt	-26	-4	-2
O=C(O)CN1CCOCCOCCN(CC(=O)O)CCOCCOCC1
 : nt	1	1.1	0.9	nt	nt	4	6	nt
Cc1cc(-n2c(C)cc(C(=O)CSc3nnnn3-c3ccc(Cl)cc3)c2C)no1
 : 0	nt	nt	nt	-4	0.15	nt	nt	-10
O=C(C1CC1)N1CCc2cc(Br)cc(S(=O)(=O)N3CCCCCC3)c21
 : -2	0.8	1.5	0.1	nt	-1	21	90*	-1
COc1cccc(C2c3c(oc4ccccc4c3=O)C(=O)N2CCCN(C)C)c1OC (stereo not drawn)
 : -7	1	1.7	0.9	-3	0.18	-1	12	7
CCOc1ccc(NC(=O)COC(=O)Cn2cnnn2)cc1OCC
 : -2	1	0.9	0.9	4	-0.31	0	7	1
Cc1cc(-c2ccccc2)n2ncc(C#N)c2n1
 : 0	1.1	0.9	0.9	1	nt	-10	7	2
O=C(OCC1OC(n2cnc3c(N(C(=O)c4ccccc4)C(=O)c4ccccc4)ncnc32)C(O)C1F)c1ccccc1 (stereo not drawn)
 : -8	0.1	1.3	0.2	3	-0.3	94*	80*	-6
CC(C)C(=O)NNc1nc2ccccc2s1
 : 5	1	1	0.6	-1	-0.47	0	39	-5
C#CCSc1nnc(-c2ccc(OC)cc2)o1
 : 6	1	0.9	0.8	-2	0.16	-2	16	23
CCOc1ccc(N(CC(=O)NCC2CCCO2)S(=O)(=O)c2ccc(Cl)cc2)cc1 (stereo not drawn)
 : -13	0.6	1	0.1	-7	-0.17	45	88*	1
Cc1ccc(-c2nc(CS(=O)CC(=O)NCc3ccccc3)c(C)o2)cc1 (stereo not drawn)
 : 8	0.7	1.1	0.8	-6	nt	35	18	17
